NALP1 inh: blocks the NALP1 inflammasome reconstituted in yeast | S. cerevisiae NALP1/ASC/caspase-1 growth, X-gal OD620, 72 h | AID 2071 | hit rate 0.61% among 280,000 | inhibition, % at 10 µM; in the data active means inhibition mostly above about 24%, no sharp cut-off; inactive means mostly below about 32%; further: some compounds called inactive have numbers as strong as hits
MEKK2wt PB1 HTS: raises or lowers MEK5 binding to wildtype human MEKK2 PB1 domain | Q9Y2U5 | bead flow cytometry, Alexa488-MEK5 binding to MEKK2 WT; actives lie on both sides | binding response (% of control), % at 10 µM | hit rate 1.1% among 290,000; in the data active means binding response below about 67% or above about 130%
GPR7 antag: human neuropeptides B/W receptor 1 antagonism; P48145; GPR7-expressing cells, fluorescence antagonist assay; inhibition, % at 4.4 µM; hit rate 1.1% among 290,000; AID 1861; in the data active means inhibition above about 16%, passing the limit was not always enough;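 further: cells stimulated with the agonist NPW; 0% = agonist with vehicle and 100% = vehicle without agonist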
Target sequence (P48145 whole entry, looked up): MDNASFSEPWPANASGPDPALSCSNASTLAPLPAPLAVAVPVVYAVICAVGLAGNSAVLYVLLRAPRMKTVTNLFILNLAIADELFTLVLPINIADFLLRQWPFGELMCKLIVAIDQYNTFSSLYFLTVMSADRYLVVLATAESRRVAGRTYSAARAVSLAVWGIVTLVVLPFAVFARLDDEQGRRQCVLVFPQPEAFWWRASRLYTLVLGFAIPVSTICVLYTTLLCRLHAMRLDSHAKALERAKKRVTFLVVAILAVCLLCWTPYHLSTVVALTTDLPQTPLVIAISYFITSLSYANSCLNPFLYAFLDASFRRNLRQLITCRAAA
MEKK2mut PB1 HTS: signal of MEK5 binding to mutant human MEKK2 PB1 domain. bead flow cytometry, Alexa488-MEK5 binding to MEKK2 mutant. percent response, % at 10 µM. hit rate 0.35% among 290,000; in the data active means percent response above about 24%, passing the limit was not always enough; further: inactives centre near 1; some results filed as inactive read as strong as hits
OXTR ag: agonists of human oxytocin receptor | P30559 | CHO-OTR cells, Fluo-8 calcium fluorescence; normalized: DMSO 0%, oxytocin 100% | activation, % at 3 µM | hit rate 0.32% among 320,000;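 active means activation above the mean of all tested compounds plus 3 SD, cutoff set per screening run, cut at about 20% in these data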;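 further: peak over basal fluorescence ratio from a 100 s FLIPR kinetic read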
Target sequence (P30559 whole entry, looked up): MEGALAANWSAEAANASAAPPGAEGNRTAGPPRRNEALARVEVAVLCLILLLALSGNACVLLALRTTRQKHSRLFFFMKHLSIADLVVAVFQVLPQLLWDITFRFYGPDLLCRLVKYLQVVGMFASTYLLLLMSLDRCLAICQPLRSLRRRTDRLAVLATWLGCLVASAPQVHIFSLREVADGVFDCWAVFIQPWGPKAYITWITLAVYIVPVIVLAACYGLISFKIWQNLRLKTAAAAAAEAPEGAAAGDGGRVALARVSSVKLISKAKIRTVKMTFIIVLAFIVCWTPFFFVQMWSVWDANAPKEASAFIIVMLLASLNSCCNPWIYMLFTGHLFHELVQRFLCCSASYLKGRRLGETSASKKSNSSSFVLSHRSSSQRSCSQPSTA
GalR3 antag: antagonists of human GalR3. inhibition, % at 3 µM. O60755. hit rate 0.44% among 360,000. HEK293 GalR3-CNG cAMP membrane potential fluorescence; galR3 body fused to GalR1 C-terminus;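 active means inhibition above the screen-wide average plus 3 SD, cut at about 13% in these data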;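 further: forskolin and galanin both at EC90 stimulate the cells; cAMP rise reported by CNG channel membrane potential dye signal; 0% = forskolin plus galanin with DMSO and 100% = forskolin alone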
V1aR counter: activates human V1a receptor in oxytocin agonist counter-screen. P37288. CHO-V1R cells, Fluo-8 calcium fluorescence, agonist mode; 0% DMSO, 100% 3 nM vasopressin. activation, % at 3 µM. hit rate 0.25% among 320,000;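 active means activation above the mean activation of all tested compounds plus 3 SD, per screening run, cut at about 20% in these data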;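 further: signal is peak over basal fluorescence ratio across a 100 second FLIPR read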
PfM18AAP inh: PfM18AAP enzyme inhibition; recombinant PfM18AAP, H-Glu-NHMec fluorogenic cleavage; inhibition, % at 7.35 µM; hit rate 1.2% among 290,000; AID 1822;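 active means inhibition above the campaign mean inhibition over all tested compounds plus 3 SD, cut at about 28% in these data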;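 further: 0% = plate median of test compound wells and 100% = 2 mM ZnCl2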
OXTR potentiate: potentiators of human oxytocin receptor; AID 2445; P30559; hit rate 0.061% among 320,000; activation, % at 3 µM; CHO-OTR cells, Fluo-8 calcium fluorescence, potentiator mode; 0% = oxytocin EC15, 100% = EC100;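 active means activation above that plate's cutoff, the mean activation of tested compounds plus 3 SD, cut at about 6.6% in these data, passing the limit was not always enough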;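 further: 100% uses oxytocin at 75 nM as the full agonist control; some results filed as inactive read as strong as hits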
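Replication – single well per compound, singlicate · Assay system – CHO cell line stably expressing human OTR · Timing – 6 min pre-incubation, 100 s read · Measure – normalized max/min fluorescence ratio, % activation · Doses – 3.0 µM, one dose · Detection – Fluo-8 calcium dye fluorescence · Probe or stimulus – oxytocin near EC15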
* marks the source's active call; other numbers are inactive results; . = not tested or not shown.

smiles	NALP1 inh	MEKK2wt PB1 HTS	GPR7 antag	MEKK2mut PB1 HTS	OXTR ag	GalR3 antag	V1aR counter	PfM18AAP inh	OXTR potentiate
CCOC(=O)c1cn[nH]c1N	5	106	-15	5	1.4	-2	0.8	-16	-5
O=C(Cn1c(=O)c2cccn2c2ccccc21)NCCc1ccc(Cl)cc1	21	98	19	-3	0.6	3	1.7	-14	-9
O=S(=O)(c1ccc(C2CCCCC2)cc1)N1CCN(c2ncccn2)CC1	19	106	-16	3	0.3	-6	-0.4	1	6
Cc1ccccc1S(=O)(=O)Cc1ccc(C(=O)NC2CCCC2)o1	18	103	6	2	-0.6	-5	-0.2	-1	-8
COC(=O)c1nc(NC(=O)c2ccc(Br)cc2)n[nH]1	17	105	18	4	0.1	-3	-0.1	5	-3
CC1CCC2C(=O)N(c3ccc(NC4CCN(Cc5ccccc5)CC4)c([N+](=O)[O-])c3)C(=O)C2C1 (configuration not stated)	6	106	-1	-8	1.6	1	1.3	-7	-4
Cn1nnnc1SCC(=O)c1c(N)n(C2CC2)c(=O)[nH]c1=O	.	.	.	.	0.7	-5	0.3	.	7
C/C(N)=C(/C#N)C(=O)CSc1nnc(Nc2ccccc2)s1	5	100	-10	-38	-0.2	-2	0.6	-3	-6
CCc1ccc(N2CC(C(=O)NC3CCCCC3C)CC2=O)cc1 (configuration not stated)	6	97	1	1	0.3	-9	0.7	-9	2
N#Cc1c(F)cccc1N1CCOCC1	11	103	-9	2	0.2	1	-0.2	-4	-2
NS(=O)(=O)c1ccc(CCNC(=O)CN2CCCCCC2)cc1	4	92	-8	-11	-0.5	-1	-0.5	8	-11
COC(=O)CCCNC(=O)c1ccc(OS(=O)(=O)c2cc([N+](=O)[O-])ccc2C)cc1	.	.	.	.	17	-3	18	.	-8
COc1ccc(NS(=O)(=O)c2cccc(C(=O)NNC(=O)c3ccc(Br)o3)c2)cc1	.	.	.	.	0.3	-4	0.1	.	-7
Cc1c(C(=O)O)cccc1-c1ccc(C=O)o1	23	106	-7	0	0.0	0	-0.7	9	4
CCOC(=O)c1c(C)[nH]c(C)c1S(=O)(=O)N(C)Cc1ccco1	15	104	-6	3	0.8	0	-0.3	-10	-2
C[C@@H]1C[C@@H]2OC(=O)[C@]3(C)[C@H]2[C@@H](OC3(C)O)[C@]2(C)C(=O)C=C[C@H]12 (some centres not stated)	0	105	.	2	-0.5	0	1.1	.	-5
CCN=C1Sc2nc3ccc(OCC)cc3cc2CN1CCOC	1	98	-1	-1	-2.5	-2	-0.9	-2	-3
CCN(CC)S(=O)(=O)c1cc(C(=O)N(C)CC(=O)Nc2ccc(Cl)cc2)ccc1Cl	25	93	6	-5	3.2	-4	1.2	9	-4
CCn1c(/C=C/N(C(C)=O)c2ccccc2)[n+](CC)c2ccc(Cl)cc21	22	104	-8	-1	1.3	-6	0.8	5	-5
CCOC(=O)C1=C(CNC2CCCCC2)NC(=O)NC1c1cc(C)ccc1C (configuration not stated)	13	100	-11	0	4.4	1	1.9	4	-6
C[C@H](CO)N1C[C@H](C)[C@@H](CN(C)C(=O)Nc2ccc(C(F)(F)F)cc2)Oc2c(cccc2N(C)C)C1=O	.	.	.	.	-0.5	-7	0.1	.	12*
CCOC(=O)C(=CNCC(=O)OC)C(=O)OCC	39	103	-18	-1	-0.5	-6	1.2	-13	1
Cc1cc(NS(=O)(=O)c2ccc(NC(=S)NC(=O)/C=C/c3ccccc3)cc2)no1	-29	103	-17	7	-1.6	-4	0.3	3	-5
C[C@H](CO)N1C[C@H](C)[C@@H](CN(C)C(=O)NC2CCCCC2)Oc2c(NC(=O)Nc3ccc(C(F)(F)F)cc3)cccc2C1=O	.	.	.	.	0.5	-4	4.0	.	1
CCOc1cc(/C=C2/NC(=O)N(CC(=O)OC)C2=O)ccc1OC	-2	93	-11	-9	-0.8	5	-0.3	5	-4
S=C(NCc1ccccc1)Nc1ccc2ccccc2c1	6	103	-12	1	.	-5	.	8	.
CCOc1cccc(OCCCCN2CCOCC2)c1	3	101	-5	0	1.0	3	0.5	3	-8
COc1cccc(/C=C(\C#N)c2nc3ccccc3[nH]2)c1OCC(=O)O	13	97	10	0	-0.3	-8	1.4	-7	-2
Cc1cc(=O)oc2cc(OCC(=O)OCC(=O)NC(=O)NC(C)C)ccc12	-1	111	-13	-1	1.7	0	3.9	-2	-15
Cc1ccc(NC(=O)Nc2nnc(CSCCOc3ccc(Cl)cc3)s2)cc1	18	104	-4	0	0.4	-3	0.3	0	-3

The closing two entries of the section above open the next one:
smiles	NALP1 inh	MEKK2wt PB1 HTS	GPR7 antag	MEKK2mut PB1 HTS	OXTR ag	GalR3 antag	V1aR counter	PfM18AAP inh	OXTR potentiate
Cc1cc(=O)oc2cc(OCC(=O)OCC(=O)NC(=O)NC(C)C)ccc12	-1	111	-13	-1	1.7	0	3.9	-2	-15
Cc1ccc(NC(=O)Nc2nnc(CSCCOc3ccc(Cl)cc3)s2)cc1	18	104	-4	0	0.4	-3	0.3	0	-3
O=C(NCCN1CCOCC1)c1cccc(NS(=O)(=O)c2ccc(Br)cc2)c1	.	.	.	.	2.9	-3	-1.3	.	-7
O=C(CN1C(=O)C2CC=CCC2C1=O)OCC(=O)c1ccc(Cl)c([N+](=O)[O-])c1 (configuration not stated)	9	97	-17	-5	2.0	-1	1.9	11	-9
Cc1ccc2c(Cl)c(C(=O)NCCc3ccccc3)sc2c1	16	98	-3	0	-0.4	-3	0.9	1	-6
Cc1ccc(N(C(C)C(=O)O)S(=O)(=O)c2cccnc2)cc1 (configuration not stated)	23	100	.	0	0.6	3	16	.	7
Nc1nc(-c2cccc(F)c2)cs1	-6	88	-8	-11	-0.4	-6	0.6	12	-1
O=C(O)CCCNC(=O)c1cncc(Br)c1	1	.	-14	.	-0.2	2	0.7	6	-12
Cc1ccsc1-c1n[nH]c(=S)n1C1CCCCC1	18	108	-12	-1	-1.7	-3	-0.7	16	-4
Cc1c(C(=O)N(Cc2cccs2)C2CCS(=O)(=O)C2)oc2ccccc12 (configuration not stated)	-8	100	9	-2	0.2	-7	-0.2	-13	-8
Cc1ccc(S(=O)(=O)Nc2cccc(/C=C/C(=O)O)c2)cc1	7	96	-8	0	0.3	2	0.3	-5	-2
COCc1cc(=O)[nH]c(SC)n1	-2	94	-19	1	0.3	-3	0.3	-1	-1
CCOc1ccc(CCNC(=O)c2cc(-c3ccccc3)c(N3CCOCC3)s2)cc1	.	.	.	.	-0.7	-2	-0.6	.	-5
Cc1ccc(-n2c(SCC(=O)N/N=C/C=C/c3ccccc3[N+](=O)[O-])nc3ccccc3c2=O)cc1	21	89	-10	-3	1.1	0	1.0	-1	-3
COC(=O)c1cccc(N(C(=O)c2cnccn2)C(C(=O)NCc2ccccc2)c2ccco2)c1 (configuration not stated)	12	107	-6	9	1.6	2	1.4	5	0
O=C(O)C1CC=CCC1C(=O)NNc1c(Cl)cc(Cl)cc1Cl (configuration not stated)	2	101	-11	-5	0.1	-2	7.2	3	-12
COc1ccc(CCNC(=O)CNCCc2ccc(F)cc2)cc1	18	102	7	4	3.3	-9	4.2	-9	-4
CN(C)c1ccc(/C=C2\SC(=O)N(CCc3nnc(N)s3)C2=O)cc1	.	97	7	-4	8.8	4	10	11	-33
COc1cc2ccccc2cc1C(=O)NC(=S)Nc1cccc(C(=O)O)c1C	.	98	-12	0	-0.4	-4	-0.5	-3	-2
CC(=O)N1CCCc2cc(S(=O)(=O)Nc3ccc(C)cc3C)ccc21	30	98	-1	-5	4.2	-5	3.4	5	-7
N#Cc1cnn2c3c(cnc12)C(=O)N1CCc2ccccc2C1C3 (configuration not stated)	-10	84	-5	-21	-0.6	-2	0.4	-9	-13
C[C@H]1CN=C(N(C)C)N1CC1CCC(C(C)(C)C)CC1 (some centres not stated)	.	.	.	.	0.9	-6	2.1	.	4
CCCN1C2CCCC1CC(NC(=O)c1ccccc1)C2 (configuration not stated)	-5	109	-14	3	-0.3	-3	2.5	8	-8
CC1CCN(CCC(=O)Nc2ccccc2)CC1	5	94	5	-3	-0.2	-4	0.4	5	-5
Cc1ccc(S(=O)(=O)N2CCN(CC(=O)N(CC(C)C)c3c(N)n(CC(C)C)c(=O)[nH]c3=O)CC2)c(C)c1	28	99	-11	2	-0.9	-2	0.0	-5	-8
CCOC(=O)CSc1nc(N2CCOCC2)c2c(c1C#N)CC(C)(C)N(C)C2	16	100	-15	0	-0.4	-5	1.1	5	-18
CCOC(=O)C1=C(C)NC(=O)NC1c1ccc(-c2ccccc2F)o1 (configuration not stated)	34	109	-1	7	-2.6	3	-0.3	-2	-5
COc1cccc(C(=O)Nc2ccc3c(c2)n(C)c(=O)n3C)c1	2	108	-16	10	-0.4	-10	-0.1	4	-1
O=C(CN1C(=O)C(=O)N(Cc2ccco2)C1=O)Nc1ccc(F)c(F)c1F	.	.	.	.	2.1	-5	2.0	.	-4
Cc1cc(C)nc(N2CCC(C(=O)NCCc3ccccc3)CC2)n1	25	100	2	-1	-0.5	-4	0.1	-8	4
Cc1cc(Oc2ccccc2)nc(-c2ccccc2)n1	-1	98	-11	2	-1.6	-6	-0.8	-8	2
CCCCn1c(SCC(=O)NCc2cccs2)nc2c1c(=O)n(C)c(=O)n2C	5	105	-12	2	-0.2	-13	0.6	0	-1
CCOC(=O)C1CCCN(C(=O)c2ccc(OC(C)=O)cc2)C1 (configuration not stated)	6	94	7	-7	0.5	-5	0.2	-6	2

High-throughput results (PubChem)
